CHO-K1 Ca ag: counter-screen for M1 agonists: effect in parental CHO-K1 cells; Fluo-8 calcium fluorescence; scaled to maximal ATP response, vehicle zero; activation, % at 3 µM; 0.48% of 360,000 active; in the data active means activation above about 15%;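 further: untransfected CHO-K1 host cells lacking M1 receptor as counterscreen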
CHO-K1 Ca PAM: counter-screen for M1 PAMs: effect in parental CHO-K1 cells | 0.02% of 360,000 active | activation, % at 3 µM | ATP EC20, Fluo-8 calcium fluorescence; 0% at ATP EC20, 100% at ATP max;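 active means activation above the run cutoff, the mean activation of all test compounds plus 3 SD, cut at about 40% in these data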;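 further: peak over basal fluorescence ratio in a 140 s read after ATP addition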
CHO-K1 Ca antag: nonselective inhibitor or artifact in parental CHO-K1 cells. ATP-induced calcium, Fluo-8 fluorescence. inhibition, % at 3 µM. 0.6% of 360,000 active. AID 602250;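 active means inhibition above a per-plate cutoff, the plate's mean sample inhibition plus 3 SD, cut at about 24% in these data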;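 further: 0% = DMSO plus EC80 ATP and 100% = DMSO alone without ATP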
M1 ag: agonists of human M1 muscarinic receptor | CHO-K1 hM1, Fluo-8 calcium fluorescence, agonist mode; 0% DMSO, 100% acetylcholine EC100 | AID 588814 | 0.33% of 360,000 active | activation, % at 3 µM | P11229;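 active means activation above the run's mean compound activation plus 3 SD, cut at about 16% in these data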;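 further: peak over basal fluorescence ratio within a 140 s kinetic read after compound addition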
TAAR1 ag: agonists of human TAAR1; CHO RD-HGA16 TAAR1, Fluo-8 calcium fluorescence; vehicle wells 0%, saturating PEA agonist 100%; activation, % at 3 µM; 0.99% of 360,000 active; AID 624467;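 active means activation above the mean activation of all test compounds in the run plus 3 SD, cut at about 38% in these data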
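Signal – calcium-sensitive Fluo-8 signal, excitation 470-495, emission 515-575 nm · System – RD-HGA16 (CHO) cells co-expressing Gα16 and hTAAR1 · Incubation – 17-24 h seeding, 75 min 37 °C dye, 30 min RT · Compound dosing – 3 µM single concentration · Repeats – no replicates (n 1)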
V1R ag counter: activates human V1a receptor in oxytocin agonist counter-screen. 0.25% of 320,000 active. activation, % at 3 µM. CHO-V1R cells, Fluo-8 calcium fluorescence, agonist mode; 0% DMSO, 100% 3 nM vasopressin. AID 2797;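 active means activation above the mean activation of all tested compounds plus 3 SD, per screening run, cut at about 20% in these data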;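 further: signal is peak over basal fluorescence ratio across a 100 second FLIPR read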
Target sequence (P37288 whole entry, looked up): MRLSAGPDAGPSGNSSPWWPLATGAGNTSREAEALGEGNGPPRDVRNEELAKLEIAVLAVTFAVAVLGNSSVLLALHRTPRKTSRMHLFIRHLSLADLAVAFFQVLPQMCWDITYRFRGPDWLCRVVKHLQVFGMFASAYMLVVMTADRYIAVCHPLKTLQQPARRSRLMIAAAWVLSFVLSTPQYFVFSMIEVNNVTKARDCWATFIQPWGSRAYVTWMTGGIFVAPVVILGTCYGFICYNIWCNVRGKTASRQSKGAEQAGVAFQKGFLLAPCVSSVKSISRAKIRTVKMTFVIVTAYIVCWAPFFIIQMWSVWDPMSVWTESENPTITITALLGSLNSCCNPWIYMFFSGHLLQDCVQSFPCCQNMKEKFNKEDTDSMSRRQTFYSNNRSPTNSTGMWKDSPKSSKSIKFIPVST
OXTR potentiator: potentiators of human oxytocin receptor; activation, % at 3 µM; P30559; 0.061% of 320,000 active; CHO-OTR cells, Fluo-8 calcium fluorescence, potentiator mode; 0% = oxytocin EC15, 100% = EC100; AID 2445;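 active means activation above that plate's cutoff, the mean activation of tested compounds plus 3 SD, cut at about 6.6% in these data, passing the limit was not always enough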;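 further: 100% uses oxytocin at 75 nM as the full agonist control; some results filed as inactive read as strong as hits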
Target sequence (P30559 whole entry, looked up): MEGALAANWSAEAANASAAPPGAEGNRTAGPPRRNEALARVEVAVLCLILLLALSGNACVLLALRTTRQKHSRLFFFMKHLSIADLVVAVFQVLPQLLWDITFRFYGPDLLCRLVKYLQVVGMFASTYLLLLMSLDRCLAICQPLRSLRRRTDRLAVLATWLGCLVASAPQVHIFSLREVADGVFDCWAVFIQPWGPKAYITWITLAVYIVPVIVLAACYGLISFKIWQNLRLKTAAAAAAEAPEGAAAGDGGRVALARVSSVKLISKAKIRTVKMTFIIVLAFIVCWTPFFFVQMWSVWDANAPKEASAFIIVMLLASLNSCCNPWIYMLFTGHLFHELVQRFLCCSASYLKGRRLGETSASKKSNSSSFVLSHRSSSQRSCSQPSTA
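Dosing: Single dose, 3.0 µM nominal final compound concentration | Material: Human OTR in CHO cells | Technique: Kinetic Fluo-8 calcium fluorescence | Benchmarks: EC15 oxytocin alone as 0%, 75 nM oxytocin as 100% | Probe or stimulus: Oxytocin at about EC15, sub-maximal agonist stimulus | Incubation: Compound 6 min at room temperature before oxytocin, 100 s read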
CHO parental Ca: counter-screen: ATP calcium response change in parental CHO cells; AID 463079; parental CHO-K1, ATP-induced calcium, Fluo-8 fluorescence; 0.63% of 330,000 active; inhibition, % at 5.6 µM;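 active means inhibition above that plate's mean sample inhibition plus 3 SD, cut at about 26% in these data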;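 further: 0% = ATP-challenged DMSO wells and 100% = DMSO wells without ATP; some compounds past the cut are filed as inactive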
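Assay system: parental CHO cells; Read-out basis: percent inhibition of ATP-evoked calcium rise, normalized to controls; Benchmarks: ATP and no-ATP DMSO wells; Compound dosing: single nominal dose of 5.6 µM per compound; Signal: Fluo-8 calcium dye fluorescence; Also added: ATP as calcium-mobilizing challenge; Repeats: singlicate.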
TAAR1 antagonist: antagonists of human TAAR1; inhibition, % at 3 µM; Q96RJ0; CHO RD-HGA16 TAAR1, Fluo-8 calcium fluorescence, antagonist; 1.5% of 360,000 active;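 active means inhibition above a per-plate cutoff, the mean inhibition of test compounds on that plate plus 3 SD, cut at about 49% in these data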;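 further: 0% = DMSO plus EC80 beta-PEA response and 100% = DMSO alone without agonist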
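System: CHO RD-HGA16 cells bearing hTAAR1. Reagent: EC80 β-phenethylamine stimulus. Schedule: seeding 17-24 h prior, 75-min 37 °C, 30-min RT dye loading. Signal: Fluo-8 intracellular calcium dye fluorescence, real-time kinetic reads. Read-out: % inhibition from peak post-agonist over basal fluorescence ratio. Benchmarks: vehicle wells and EC80 agonist wells. Replicates: n of 1.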
The depositor's hits bear a star; . = not tested or not shown.

SMILES	CHO-K1 Ca ag	CHO-K1 Ca PAM	CHO-K1 Ca antag	M1 ag	TAAR1 ag	V1R ag counter	OXTR potentiator	CHO parental Ca	TAAR1 antagonist
Cc1ccc(NC(=O)Nc2cccc(C)n2)cc1	-0.6	-7	-2	-2	0	-2.0	1	-22	-25
COc1ccc(CN2[C@@H](CC(=O)O)c3cc(C(F)(F)F)ccc3S2(=O)=O)cc1	2.6	8	-4	-2	5	0.3	-2	-12	7
Cc1ccc(OCC(=O)Nc2ccc3c(c2)nc(CCN2CCN(c4ccccn4)CC2)n3C)cc1	6.7	8	2	-1	8	.	.	.	-3
COc1ccc(CCn2c(-c3ccc(OC)cc3)nc3c(c(=O)c4ccccc4n3C)c2=O)cc1	0.2	19	-10	-3	3	1.0	0	-14	-19
COc1ccc(Nc2nnc(SCC(=O)NC3CC3)s2)cc1	1.1	14	-7	-3	0	6.7	-4	1	0
COc1cc(NC(=O)CCc2nnc3ccc(N4CCCC4)nn23)cc(OC)c1OC	6.3	16	4	-1	5	0.2	-13	13	-33
O=c1c2cnn(-c3ccccc3)c2ncn1CCc1ccccc1	1.5	11	-7	-5	9	2.3	-3	-1	-11
CCN(CC)C(=O)CSc1nnc(-c2cc(OC)cc(OC)c2)o1	-0.1	-5	-2	-2	2	-0.1	2	-11	7
CCN(CC)CCN1C(=O)C(O)=C(C(=O)c2sc(C)nc2C)C1c1cccnc1 (stereo unspecified)	-0.2	-6	14	0	6	1.0	-9	-4	11
Cc1cc(C)cc(N(CC(=O)NCc2ccccc2)C(=O)CCC(=O)Nc2ccccn2)c1	0.0	12	-17	0	2	-1.1	-13	-29	9
Cc1ccc(C[n+]2cccc(-c3ccccc3)c2)c(C)c1	0.3	16	-8	-12	4	0.0	-1	-10	9
COc1ccc(C[C@H]2CN3C(=NC[C@@H]3C(C)C)N2CCNC(=O)c2ccc(C)c(Br)c2)cc1	2.9	14	-1	-12	.	3.7	-9	0	.
C[N+]1(CN2C(=O)C3C4C=CC(C4)C3C2=O)CCCCC1 (stereo unspecified)	2.9	8	-7	-8	0	-1.0	3	-5	-19
Cc1ccc(NC(=O)Cn2c([N+](=O)[O-])cnc2C)cc1	0.3	-1	-6	-6	0	0.9	1	0	-21
O=C(O)CSc1nnnn1C1CCCCC1	-0.2	7	-5	0	4	-0.4	3	-1	4
CSc1nc(-c2ccccc2)nn1S(=O)(=O)c1ccccc1	0.5	1	-11	-4	12	0.0	-12	-9	-9
CCc1nc2ccc(C(=O)NCCCN(C)C)cn2c1N(CC)CCOC	-0.2	-6	5	-8	3	.	.	.	3
C=CC[C@@H](Cc1ccc(F)cc1)C(=O)OC[C@H]1CCCN1C(=O)[C@@H](CC=C)CC(=O)N[C@@H](CO)Cc1ccccc1	0.8	6	-4	-1	10	2.2	-8	-25	16
O=[N+]([O-])c1ccccc1OCCN1CCOCC1	1.7	23	-5	-8	0	1.2	-2	-5	-2
COc1cccc(/C=N/NC(=S)Nc2cccnc2)c1	0.5	-5	-16	-8	6	-0.1	-10	-17	16
CCCNC(=O)C(Cc1ccc(F)cc1)NC(=O)c1ccc(C#N)cc1 (stereo unspecified)	1.9	24	-18	-1	1	-0.3	-1	-15	18
Cc1ccc(O)c(N=Cc2sc3ccccc3c2Cl)c1	0.9	20	-14	-4	5	0.6	4	-3	-14
N#Cc1c(-c2ccccc2)nc(SCC(=O)NC2CCCCC2)[nH]c1=O	0.1	-7	-5	-3	0	-0.1	0	-9	-8
COCCn1c(SCc2cccc(F)c2)nc2cc(C(=O)OC)ccc2c1=O	0.3	-5	7	-2	0	.	.	.	-10
C/C(CC(=O)Nc1ccccn1)=N\NC(=O)c1ccc([N+](=O)[O-])cc1Cl	7.8	12	4	2	2	-0.1	-1	-2	14
CC(Oc1ccc(Cl)cc1Cl)C(=O)NCCN1CCOCC1 (stereo unspecified)	0.7	3	1	-3	2	0.3	-1	-16	-19
CCCC1C(c2ccccc2)C(C#N)(C#N)C2(C#N)CC1(N)NC2=O (stereo unspecified)	-0.2	1	0	0	0	1.2	-6	-8	-4
N#Cc1ccccc1Cn1c(-c2cscn2)nc2ccccc21	0.5	21	-10	-4	15	0.1	-4	-19	8
Fc1ccc(-c2noc(C3CCN(Cc4cccnc4)CC3)n2)cc1	3.8	11	1	-1	8	3.4	-15	0	9
CCOCCCNS(=O)(=O)c1ccc2c(c1)CCN2C(=O)CC	1.2	19	-8	-3	6	2.2	-15	-15	7
O=C(NC1CCCCC1)c1cc([N+](=O)[O-])[nH]n1	2.7	26	-14	-1	2	2.4	-1	3	-11
COc1ccc(Br)cc1S(=O)(=O)Nc1ccc(Cl)cn1	0.2	-17	22	-2	1	0.7	-3	-8	-9
Cc1ccc(NC(=O)CSc2nnc(CSc3nc(C)cc(C)n3)n2Cc2ccco2)c(C)c1	-0.4	21	-3	-5	8	-0.4	-5	-15	8
Nc1cccc2c1C(=O)N(C(=O)/C=C/c1cccc(Br)c1)C2=O	-0.3	13	-7	-1	-2	.	.	.	2
O=C(Nc1ccc2c(c1)OCO2)C1CCCN1C(=O)NCc1ccccc1 (stereo unspecified)	0.2	14	-6	-4	6	0.4	0	-2	-4
COc1ccccc1NS(=O)(=O)c1cccc(C(=O)NN=C2CCCC2)c1	1.0	3	-4	1	1	0.3	-13	-21	1
O=C(c1ccc(-c2cc3ccccc3oc2=O)cc1)N1CCN(c2ccc(Cl)cc2[N+](=O)[O-])CC1	0.1	25	-4	-7	0	0.7	2	-6	-5
COc1cccc(C(=O)NCCS(=O)(=O)NCCCc2ccccc2)c1	-0.3	24	-5	-5	0	-0.4	-2	-14	-20
CCOc1ccc(C(=O)OCC(=O)NC2CCCC2)cc1OCC	1.0	-2	-5	-5	-2	0.9	-7	-14	-5
CCCN(CC(=O)Nc1cc(C)on1)CC(=O)Nc1ccccc1C	0.6	-1	-9	-3	0	-0.3	-3	-17	-11
CCCCn1c(N)c(NCC)c(=O)[nH]c1=O	2.2	26	-8	-6	3	.	.	.	9
CCn1cc(C(=O)NNC(=O)c2ccc(Cl)cc2)c(=O)c2ccc(C)nc21	14	19	-4	-1	.	1.4	3	-12	.
O=C(N1CCOCC1)C12OC3CC(CC(C3)O1)O2	0.3	8	0	-3	3	.	.	.	-4
O=C(COC(=O)Cn1cnc2ccccc21)Nc1ccc(F)c(F)c1	-0.1	-4	-6	0	2	1.6	5	0	0
COc1ccc(-c2n[nH]c(=S)n2-c2ccc3c(c2)OCCO3)cc1OC	0.8	4	-5	-1	0	-0.7	-2	-17	-9
Cn1nnnc1Sc1ncnc2scc(-c3cccc(C(F)(F)F)c3)c12	-0.3	-2	-11	-9	1	0.4	2	-17	12
O=C(CSc1c2c(nc3cc(Cl)ccc13)CCCC2)NCCCN1CCOCC1	-0.5	-12	15	-13	7	-0.6	4	-13	9
CCOC(=O)c1cc(-c2ccccc2)sc1NC(=O)CN1C(=O)NC(CC)(c2ccccc2)C1=O (stereo unspecified)	0.0	-2	-3	-2	3	-0.4	-2	4	-5
CC(C(=O)NCCc1ccc(Cl)cc1)n1c(=O)c2cccn2c2cccnc21 (stereo unspecified)	0.5	9	-10	-2	-1	-0.6	0	-10	4
O=C(c1ccco1)N1CCN(c2ccc(S(=O)(=O)N3CCCC3)cc2)CC1	0.5	-7	-9	-10	16	1.2	-6	-4	-4
c1ccc(-c2nc(N3CCCCCC3)c3ccccc3n2)nc1	1.7	14	-15	-5	2	-0.2	-1	-26	-9
O=c1cc(CO)occ1OCc1cccc(C(F)(F)F)c1	0.9	16	4	-4	2	-0.9	-1	-2	12
c1cncc(CSc2ccc(-c3ccc4c(c3)OCO4)nn2)c1	7.8	-5	-17	-5	-1	5.1	-10	-9	-31
CN1C(=O)Cc2cc(S(=O)(=O)NCc3c(F)cccc3Cl)ccc21	0.9	11	-9	-8	3	-0.1	-5	-6	10
CC(C)Nc1c([N+](=O)[O-])c(=O)oc2ccccc12	-0.1	6	-10	-10	5	0.0	2	-6	-8
COc1ccc(C(=O)c2ccc(N3CCOCC3)cc2)c(OC)c1	0.2	-6	21	-2	16	2.1	-13	-13	-5
O=C(c1cc2ccccc2cc1O)N1CCCC1	19*	2	1	-3	-1	-0.9	4	-7	8
CCCCn1nnnc1NCc1ccc(C)s1	4.7	12	-4	-2	13	-0.9	-4	-10	-6
CCc1c(C)n2nc(C)cc2[nH]c1=O	-0.1	-1	-8	-6	2	-0.3	-11	4	3
COc1ccc(CNC(=O)[C@@H](NC(=O)C2CCN(S(=O)(=O)c3ccccc3)CC2)C(C)C)cc1	15	13	2	-3	1	3.3	-8	-34	-9
(continued)
SMILES	CHO-K1 Ca ag	CHO-K1 Ca PAM	CHO-K1 Ca antag	M1 ag	TAAR1 ag	V1R ag counter	OXTR potentiator	CHO parental Ca	TAAR1 antagonist
COc1ccc(S(=O)(=O)Nc2ccc3c(c2)C(=O)N([C@H](C)CO)C[C@H](C)[C@@H](CN(C)C(=O)Nc2ccccc2)O3)cc1	-0.5	-11	-4	1	10	0.6	3	-5	6
CCN(Cc1ccncc1)C(=O)CSc1ccc2ccccc2c1	1.6	14	-16	-3	0	2.3	-8	-6	-6
O=C(NCCCN1CCOCC1)c1ccc2c(=O)n(Cc3ccc(Cl)cc3)c(=S)[nH]c2c1	0.1	4	-4	-2	13	0.1	-6	-3	24
O=C(NCCCn1ccnc1)c1cccc(Br)c1	1.1	25	3	-9	1	-0.5	-8	3	0
CC1CC(C)CN(C(=O)COC(=O)c2ccc3c(c2)OCO3)C1 (stereo unspecified)	2.8	2	-3	4	5	0.4	-4	-17	-2
O=C(CCCNC(=O)c1ccc(Cl)cc1)NCc1ccccc1Cl	1.8	8	-14	-7	1	1.9	-3	-10	-26
COCCN(C(=O)CSc1nnc(-c2cccc(F)c2)n1N)c1c(N)n(Cc2ccccc2)c(=O)[nH]c1=O	0.3	3	10	-3	1	0.7	-3	-3	-9
Cc1ccc(N(C(=O)Cc2cccs2)C2C=CS(=O)(=O)C2)cc1Cl (stereo unspecified)	-0.1	12	2	-6	2	0.8	-5	-2	-9
Cc1c(NC(=O)COC(=O)/C=C/c2ccc(Cl)cc2)c(=O)n(-c2ccccc2)n1C	-0.4	22	-23	-4	3	0.2	-12	-10	2

Source: PubChem BioAssay

Not a hit list (roughly 3.3% active in at least one column).
